tim23-1 inh = growth inhibitors of tim23-1 mutant yeast; S. cerevisiae tim23-1 growth, BacTiter-Glo luminescence, 24 h; inhibition, % at 20 µM; actives 1.3% (n = 330,000);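 active = growth inhibition of the mutant yeast at or above 50%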;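 also: temperature-sensitive mutant grown at 25 °C; plate controls were DMSO-treated mutant yeast for no effect and medium wells lacking yeast for full effect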
Mdm2-MdmX inh = inhibitors of human Mdm2/MdmX interaction. inhibition, % at 8 µM. actives 3% (n = 330,000). SaOS-2 split-luciferase Mdm2/MdmX complementation, luminescence. O15151+Q00987;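 active = inhibition of at least 50% at 8 µM in the primary screen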
Target sequence (O15151 whole entry, looked up): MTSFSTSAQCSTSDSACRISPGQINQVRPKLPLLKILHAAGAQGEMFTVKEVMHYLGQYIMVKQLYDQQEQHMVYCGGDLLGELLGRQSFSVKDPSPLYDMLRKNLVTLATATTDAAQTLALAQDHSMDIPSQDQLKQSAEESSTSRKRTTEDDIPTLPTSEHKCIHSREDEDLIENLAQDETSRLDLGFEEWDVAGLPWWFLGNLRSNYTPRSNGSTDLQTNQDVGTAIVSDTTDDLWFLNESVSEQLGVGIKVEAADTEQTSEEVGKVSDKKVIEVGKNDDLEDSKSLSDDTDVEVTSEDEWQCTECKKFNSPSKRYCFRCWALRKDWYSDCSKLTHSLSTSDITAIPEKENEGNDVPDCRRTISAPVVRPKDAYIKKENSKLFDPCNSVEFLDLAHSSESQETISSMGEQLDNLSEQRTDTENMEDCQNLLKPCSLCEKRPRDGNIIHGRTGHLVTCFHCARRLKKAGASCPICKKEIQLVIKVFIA
Target sequence (Q00987 whole entry, looked up): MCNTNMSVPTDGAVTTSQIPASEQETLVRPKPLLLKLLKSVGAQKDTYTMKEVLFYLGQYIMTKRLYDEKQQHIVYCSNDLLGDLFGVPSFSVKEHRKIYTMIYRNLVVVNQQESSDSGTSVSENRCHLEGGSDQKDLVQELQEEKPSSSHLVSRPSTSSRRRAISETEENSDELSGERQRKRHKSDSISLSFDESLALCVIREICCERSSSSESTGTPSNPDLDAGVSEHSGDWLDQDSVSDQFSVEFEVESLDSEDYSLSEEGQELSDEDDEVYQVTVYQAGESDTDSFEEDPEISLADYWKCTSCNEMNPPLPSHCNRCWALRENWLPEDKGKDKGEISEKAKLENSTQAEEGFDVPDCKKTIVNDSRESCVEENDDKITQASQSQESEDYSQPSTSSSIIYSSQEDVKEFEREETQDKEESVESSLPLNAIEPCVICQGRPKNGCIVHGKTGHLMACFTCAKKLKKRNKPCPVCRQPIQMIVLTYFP
Jurkat NFkB inh = lowers PMA/ionomycin-induced NF-kB signal in Jurkat cells; actives 0.53% (n = 330,000); AID 435003; PMA/ionomycin-induced NF-kB luciferase reporter, luminescence; inhibition, % at 4 µM; in the data active = inhibition above about 50%
697 NFkB inh = lowers PMA/ionomycin-induced NF-kB signal in 697 B cells | 697 B-cell NF-kB luciferase reporter, 16 h | inhibition, % at 4 µM | actives 0.33% (n = 330,000); in the data active = inhibition above about 35%
UPR CHOP act = activators of apoptotic arm of unfolded protein response (CHOP) | CHO-CHOP luciferase reporter, UPR activation, luminescence; percent of tunicamycin response over DMSO baseline | activation, % at 10 µM | actives 0.34% (n = 330,000) | AID 449763;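 active = at 10 µM dose, activation of 40% or more, normalized to positive control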;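 also: 100% = tunicamycin at 10 µg/mL and 0% = DMSO alone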
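Test system: CHO CHOP reporter cells. Input: 500 CHO-CHOP cells per well. Medium: F12 with 10% FBS. Technique: luciferase luminescence. Measure: percent activation relative to tunicamycin control. Dosing: 10 µM compound, 0.5% DMSO. Timing: 16-18 h cell attachment, then 6 h compound exposure, 37 °C.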
tim10-1 inh = tim10-1 yeast growth inhibition; AID 463190; S. cerevisiae tim10-1 ts strain growth, BacTiter-Glo, 24 h; inhibition, % at 20 µM; actives 2.2% (n = 330,000);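 active = inhibition of at least 40%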;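 also: mutant grown at 25 °C; 0% = DMSO wells with yeast and 100% = wells holding no yeast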
XBP1 UPR activ = adaptive UPR (XBP1) activation. actives 0.33% (n = 330,000). AID 463104. CHO-XBP1 luciferase reporter, IRE1-XBP1 UPR activation, luminescence; percent of tunicamycin response, DMSO as zero. activation, % at 20 µM;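 active = versus positive control, 20 µM dose yields 30% or more activation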;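 also: 100% = tunicamycin at 10 µg/mL and 0% = DMSO only wells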
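Assay system: CHO-XBP1 luciferase reporter cells; Schedule: 6 h treatment, 37 °C; Detection: glow luminescence from Steady-Glo reagent; Benchmarks: high control tunicamycin 10 µg/mL final, low control DMSO vehicle only.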
TIM10 inh = growth inhibitors of TIM10 yeast strain; S. cerevisiae TIM10 strain growth, BacTiter-Glo luminescence, 24 h; inhibition, % at 10 µM; actives 1.4% (n = 330,000);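 active = inhibition of 40% or more at the single tested concentration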;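 also: wild-type TIM10 isogenic control strain grown at permissive 25 °C; 0% = DMSO yeast wells and 100% = minimal medium wells without yeast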
Starred values were filed as active, the others as inactive. This is a random part of the collection; overall some 6.6% were active at least once.

structure	697 NFkB inh	Mdm2-MdmX inh	XBP1 UPR activ	TIM10 inh	tim23-1 inh	UPR CHOP act	tim10-1 inh	Jurkat NFkB inh
CC(=O)C1=NOC(CNc2ncc(C(F)(F)F)cc2Cl)C1 (stereo not drawn)	-27	-10	4	-9	21	4.3	24	-20
O=C1NN(c2ccccc2)C(=O)/C1=C/c1cccs1	11	19	31*	-28	-4	28	-30	12
COc1cccc(/C=N/NC(=O)CN(C)S(=O)(=O)c2ccccc2)c1OC	-14	17	-2	0	8	0.8	9	-2
O=C(COC(=O)c1ccccc1OCc1ccc(F)cc1)NCC1CCCO1 (stereo not drawn)	2	13	0	-3	19	0.0	27	-11
CNC(=O)c1[nH]cnc1C(=O)N[C@@H](CCCCNC(=O)OC(C)(C)C)C(=O)OC(C)(C)C	-15	-6	0	-2	-4	2.9	-6	-1
Cc1nnc(NC(=O)CSc2ncn(-c3ccccc3)n2)s1	1	-17	-1	-3	4	1.4	1	4
COc1ccc(Cl)cc1NC(=O)CSc1nnc(Cn2c(=O)sc3ccccc32)n1C	13	25	-2	11	17	-1.8	9	-9
CCc1ccc(NC(=O)COC(=O)c2ccc(Cl)c(S(=O)(=O)N3CCCCCC3)c2)cc1	6	-10	-1	-1	20	0.2	24	-17
O=C(Nc1cccc(F)c1)c1cccnc1NCCc1ccccc1	-6	11	8	20	54*	0.0	21	-5
CCN(CC1CCCN(CCc2cccc(OC)c2)C1)C(=O)c1ccoc1C (stereo not drawn)	-6	20	-7	7	11	0.8	-2	5
Cc1ccccc1N1CCN(S(=O)(=O)c2ccccc2)CC1	10	26	2	30	30	-0.8	25	8
CCCCN(C)C(=O)Cn1c(=O)oc2cc(S(=O)(=O)N3CC(C)CC(C)C3)ccc21 (stereo not drawn)	5	1	0	8	23	1.1	15	-1
O=C(NC1CCCCC1)c1ccc(CNc2ccccc2)o1	-18	25	1	18	5	1.7	19	-2
Cc1cc(NC(=O)c2oc3ccccc3c2C)ccc1-n1cnnn1	-13	4	0	35	38	3.1	42*	8
c1ccc(-n2cnc3cc(NCc4ccccn4)ccc32)cc1	-109	-8	-6	-42	-15	-2.8	-51	-46
COc1ccccc1-n1c(CNC(=O)c2ccc(S(=O)(=O)N3CCCCC3)cc2)n[nH]c1=S	-9	-7	-2	16	-6	0.7	0	-20
N#CCSCC(=O)Nc1ccc(Br)cc1	10	9	2	-3	-5	1.2	-5	0
O=C(CNC(=O)c1ccc(Cl)cc1)OCC(=O)c1ccc2c(c1)OCCO2	4	25	0	4	2	-0.4	-6	-20
Cc1ccc(S(=O)(=O)N(CC(=O)Nc2ccc(F)cc2)C(=O)N2CCN(C)CC2)cc1	9	5	-3	7	-15	-1.7	9	1
O=c1[nH]c(CSc2nc(-c3ccccc3)cs2)nc2ccccc12	-8	23	2	23	31	1.9	14	1
Cc1nc2ccc(NC(=O)COc3ccccc3F)cc2s1	8	-36	3	-35	-1	3.1	-51	-34
O=C(CCN1C(=O)/C(=C\c2cccc(Br)c2)SC1=S)NCCCN1CCOCC1	2	21	1	19	33	-0.1	25	-4
Oc1c(CNc2ccccc2)cc(COCc2ccccc2)c2cccnc12	-29	70*	4	-8	5	-0.9	-5	10
CCOC(=O)C1(Cc2cccc(OC)c2)CCN(Cc2cccc(OC)c2O)CC1	-5	28	1	8	18	0.0	12	10
CCO[C@@H]1OC(C(=O)NCc2nc3ccccc3[nH]2)=C[C@H](C2CC2)[C@H]1CCCO	-1	32	0	1	5	2.3	0	45
CC(C)N(Cc1nccn1C)C(=O)c1ccc(OC2CCN(C(=O)C3CC3)CC2)cc1	-13	-47	1	-13	17	-0.3	3	-6
C=CCSc1nc2c(cnn2-c2ccc(C)c(C)c2)c(=O)[nH]1	-5	-8	6	8	20	1.1	17	7
COc1ccc(Cc2nnc3n2N=C(c2cc4ccccc4o2)CS3)cc1OC	-33	16	4	11	7	-1.5	19	-10
Cn1nc([N+](=O)[O-])nc1S(C)(=O)=O	-48	-6	-5	-6	17	3.1	0	35
COC(=O)c1cc(S(=O)(=O)NCc2cc(OC)c(OC)c(OC)c2)cn1C	7	21	1	2	14	-0.3	21	7
CC(=O)c1ccc(Nc2cc(C)nc3nc(C)nn23)cc1	-7	0	-2	-12	16	-1.9	4	3
CCC(C)(C)NC(=O)CN(C(=O)c1snc(C(N)=O)c1N)c1ccc2c(c1)OCO2	2	-25	1	6	20	-1.2	17	1
Cc1nc(C)c(-c2ccc(SCC(=O)Nc3cccc(Cl)c3C)nn2)s1	13	19	-1	2	16	-0.4	24	-1
CC(C)(C)C(=O)OCCn1c(=O)c2cc3c(=O)n(CCOC(=O)C(C)(C)C)c(=O)c3cc2c1=O	-24	-19	0	13	29	-0.2	22	-4
CCC(Oc1ccccc1)C(=O)Nc1ccccc1N1CCCC1 (stereo not drawn)	-2	35	-3	9	32	0.1	27	12
Nc1[nH]ncc1-c1ccccc1	6	14	-1	16	20	-0.9	-1	-2
COc1ccc(NC(=O)c2sc3ncnc(N4CCN(c5ccccn5)CC4)c3c2C)cc1Cl	-37	57*	-3	-40	11	4.0	16	14
O=C(NC1CCc2ccccc21)C1CCN(S(=O)(=O)c2ccc(-n3cnnn3)cc2)CC1 (stereo not drawn)	1	17	5	-2	-6	-1.8	3	-2
Cc1ccc(/C=C(/C#N)c2nc(CCN3C(=O)c4ccccc4C3=O)cs2)cc1	-17	8	-2	6	15	0.0	33	7
COc1ccc(NC(=S)NCCc2ccccc2)c(OC)c1	10	-20	-1	-5	21	-2.0	28	-6
COc1cccc(N2C(C(C)=O)=NN(c3ccccc3)C2c2ccc(N3CCOCC3)cc2)c1 (stereo not drawn)	-42	24	0	42*	30	0.1	48*	-51
Cc1ccc(CNC(=O)C2CCC(=O)N(Cc3ccccc3F)C2)s1 (stereo not drawn)	-12	-2	1	3	6	1.5	0	-20
Cc1cc(Nc2ccccc2)n(-c2ccc(C(=O)O)cc2)n1	5	6	-3	-8	-5	-0.2	-13	3
CCN1CCN(C(=O)c2ccc(Cl)c(S(=O)(=O)N3CCOCC3)c2)CC1	18	-9	-5	5	7	-1.4	16	11
Nc1nc(CN2CCOCC2)cs1	-9	17	1	-22	1	-1.4	9	-15
CN(C(=O)c1nn(C)c2c1CSc1ccccc1-2)c1ccccc1Cl	-30	-10	0	12	41	1.5	41*	6
COc1ccc(OC)c(NC(=O)C2CCN(C(=O)c3cccs3)CC2)c1	-8	-16	1	17	11	0.6	19	8
CN1C=CC=C/C1=C1\SC(=S)N(c2ccccc2)C1=O	13	16	-2	7	16	-1.5	11	-3
N#C/C(=C\c1c(N2CCCCCC2)nc2ccccn2c1=O)C(=O)NC1CCS(=O)(=O)C1 (stereo not drawn)	-20	-3	0	11	21	1.9	4	4
CC(=O)c1c(C)n(-c2ccccc2)c2ccc(O)cc12	-6	40	-2	6	21	-3.0	18	29

Only tim10-1 inh (four entries from above):
SMILES,tim10-1 inh
O=c1[nH]c(CSc2nc(-c3ccccc3)cs2)nc2ccccc12,14
Cc1nc2ccc(NC(=O)COc3ccccc3F)cc2s1,-51
O=C(CCN1C(=O)/C(=C\c2cccc(Br)c2)SC1=S)NCCCN1CCOCC1,25
Oc1c(CNc2ccccc2)cc(COCc2ccccc2)c2cccnc12,-5

Other compounds
structure	697 NFkB inh	Mdm2-MdmX inh	XBP1 UPR activ	TIM10 inh	tim23-1 inh	UPR CHOP act	tim10-1 inh	Jurkat NFkB inh
CCOc1ccc([N+](=O)[O-])cc1CNC1CCCCCCC1	-23	-8	0	2	-7	0.3	-2	1
CCSc1nnc(NC(=O)CSc2nccn2-c2cc(C)cc(C)c2)s1	-17	25	-5	12	44	-2.0	31	-5
COc1ccc2c(c1)c(CC(=O)OCC(N)=O)c(C)n2C(=O)c1ccc(Cl)cc1	6	8	-2	18	10	-0.7	1	7
COc1ccccc1Nc1nc(N)nc(-c2cc3ccccc3o2)n1	-50	-28	5	-8	-5	3.2	12	-30
Cc1ccc(-c2nc3ccccc3c(=O)n2NC(=S)N(C)C)cc1	10	-11	0	-19	-1	-0.8	21	-11
Cc1nc2ccc(NC(=S)NCCCO)cc2nc1C	2	-11	-2	7	-7	1.9	1	-5
S=C(Nc1ccc2c(c1)OCO2)Nc1ccc2c(c1)OCO2	-24	-17	1	8	0	1.5	6	-33
O=C(CCN1CCN(c2ccccc2)CC1)NNC(=O)Cc1ccc(Br)cc1	11	19	-4	-15	-11	0.3	-6	7
CCOCCCN(C(=O)CCC(=O)Nc1cc(C)on1)C(C(=O)NC(C)(C)C)c1ccccc1Cl (stereo not drawn)	1	-11	0	-5	11	-1.4	17	-5
CC(=O)N(Cc1ccco1)C1(C(=O)NC2CCCC2)CCCCC1	-32	2	-1	11	3	-1.4	21	-15
COc1cc(C2/C(=C(/O)c3ccccc3)C(=O)C(=O)N2c2ccccn2)ccc1O (stereo not drawn)	8	-1	2	1	9	0.5	16	-1
O=C(CC1CCCC1)Nc1nc2ccccc2[nH]1	-152	-88	3	22	15	5.4	31	-66
CCOc1cccc(CNCCCSc2ncccn2)c1	-2	-25	-2	-13	5	2.3	-3	-14
CC(C)c1ccc2[nH]c3nc(SCC(=O)NC4CC4)nnc3c2c1	-23	4	-3	-12	3	0.1	9	-23
CCc1ccc(C(=O)COC(=O)C2CCN(c3ccc(C(F)(F)F)cn3)CC2)cc1	-6	8	-4	-2	-1	0.1	10	0
Cc1ccc(C)c(-n2c(CNc3ccc(F)cc3)nnc2SCC(N)=O)c1	-19	1	2	12	15	2.5	10	-2
CCN(CC)CCCNC(=O)CSc1nc2c(c(C(F)(F)F)n1)CCc1ccccc1-2	-25	7	-3	5	17	-1.5	7	-27
CC(C#N)Sc1ccc(S(=O)(=O)N(C)C2CCCCC2)cn1 (stereo not drawn)	-2	4	0	17	42	-2.4	35	0
COc1ccc(CCN=C(C)C2=C(O)C(c3ccccc3)OC2=O)cc1OC (stereo not drawn)	8	25	-2	-4	-2	-0.3	-5	3
Cc1csc(NC(=O)CSc2nnc(CCNC(=O)c3cccs3)n2C)n1	-15	4	-2	-16	-4	0.8	-8	-17
Cc1ccc(N(Cc2cc3ccccc3[nH]c2=O)S(C)(=O)=O)cc1	6	-2	-1	11	13	2.6	8	-4
CCCc1noc2c1/C(=N\O)CC(CC(C)SCC)C2 (stereo not drawn)	13	6	-2	-30	24	2.8	8	-17
COc1ccc(N(C(=O)c2ccco2)C(C(=O)NC2CCCC2)c2cccs2)cc1OC (stereo not drawn)	12	27	-2	8	-1	-1.7	19	7
S=c1[nH]nc(Cn2nnc3ccccc32)n1-c1ccc(Cl)cc1	-14	17	-1	-3	11	-0.5	-3	-6
COc1ccc(NC(=O)CN2c3cccc4cccc(c34)S2(=O)=O)c(OC)c1	8	-4	-3	31	34	-1.5	11	4
CCOc1ccc(OCCSc2nc(-c3ccccc3)cc(=O)[nH]2)cc1	10	-10	0	1	-2	2.1	0	2

Whole records as entered above. Order of screens: 697 NFkB inh, Mdm2-MdmX inh, XBP1 UPR activ, TIM10 inh, tim23-1 inh, UPR CHOP act, tim10-1 inh, Jurkat NFkB inh
Results for COc1ccc(NC(=O)CN2c3cccc4cccc(c34)S2(=O)=O)c(OC)c1 = 8, -4, -3, 31, 34, -1.5, 11, 4
Results for S=c1[nH]nc(Cn2nnc3ccccc32)n1-c1ccc(Cl)cc1 = -14, 17, -1, -3, 11, -0.5, -3, -6
Results for CCOc1ccc(OCCSc2nc(-c3ccccc3)cc(=O)[nH]2)cc1 = 10, -10, 0, 1, -2, 2.1, 0, 2

Assay outcomes (PubChem BioAssay)
